High-throughput results deposited in PubChem by National Center for Advancing Translational Sciences (NCATS).
p53 reactivator: restores transcriptional activity of mutant p53; H1299 p53-A138V BP100-luciferase reporter, luminescence, 24 h; Potency, µM (series often up to 92.2 µM), inactives show at the top dose activity change, positive = activation, actives largely listed as activators; 0.063% of 320,000 active; AID 504706; also: potency is read from the fitted curve at half-maximal effect; % of control where 0% means no effect; nearly all actives have a fitted effect of over 45% in size
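p53-null H1299 cells stably carrying temperature-sensitive p53-A138V and a BP100-luciferase reporter were pinned with compounds (4-point, 1:5 series) and held 24 hrs at 37 deg C. Luminescence was read 10 min after detection reagent.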
PKM2 act: PKM2 (human) enzyme activation | Potency, µM (top dose mostly 57.5 µM), for the others: at the top dose activation, most hits filed as activators | AID 1631 | purified PKM2, Kinase-Glo ATP luminescence, activation; response scale: 0% is enzyme alone, no compound | 0.34% of 260,000 active; also: potency is read from the fitted curve at half-maximal effect; % is scaled to controls: 0 for no effect and ±100 for the full control effect; nearly all actives have a fitted effect of over 55% in size
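hPK-M2, >95% pure; 0.1 mM ADP / 0.5 mM PEP final; imidazole pH7.2 buffer w/ 7 mM MgCl2, 50 mM KCl; 1 h RT; Kinase-Glo lum. Intermediate enzyme activity for dual inhibitor/activator qHTS.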
ELG1 genotox: genotoxicity induction in ELG1-luciferase HEK293T cells | Potency, µM (titrated, usually from 46 µM), for the others: at the top dose activity change, positive = activation, most hits filed as activators | 1.3% of 330,000 active | HEK293T ELG1-luciferase reporter, luminescence, 16 h | AID 504466; also: potency is read from the fitted curve at half-maximal effect; % of control where 0% means no effect; nearly all actives have a fitted effect of over 60% in size
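DMSO vehicle served as control against compound-treated ELG1-luciferase HEK293T cells; exposure lasted 16 hr at 37 °C and 5% CO2, followed by ONE-Glo luminescence detection after 30 min.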
BRCA1 expr up: increases BRCA1 expression | 1.1% of 380,000 active | MCF7-BRCA1-FFLuc reporter, luminescence, 48 h; response scale: scaled: vehicle 0%, 10 µM genistein 100% | Potency, µM (titrated, usually from 46.1 µM), without a hit: at the top dose activation, most hits filed as activators; also: potency is read from the fitted curve at half-maximal effect; nearly all actives have a fitted effect of over 80% in size; some results filed as inactive show a strong effect at the top dose
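Compounds are tested at multiple concentrations on MCF7 BRCA1-luciferase reporter cells seeded at 2000 per well; after 48 h, a single luminescence end-point is taken and curves fitted to the normalized data.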
Rab9 prom act: activates the Rab9 promoter | Huh7 Rab9 promoter-luciferase reporter, luminescence, 24 h | Potency, µM (highest dose often 9.22 µM), for the others: at the top dose activation, negative = inhibition, most hits filed as activators | 2.8% of 320,000 active | AID 485297; also: potency is read from the fitted curve at half-maximal effect; % of control where 0% means no effect; nearly all actives have a fitted effect of over 60% in size
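Stable Rab9-luc Huh7, 1500 cells/well, 2 h settle; cmpd in DMSO, 24 h, 37 °C/5% CO2; luciferase reagent 10 min RT; luminescence.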
Gal4-VP16 FLuc: Gal4-VP16 reporter inhibition counter-screen | Drosophila S2 Gal4-VP16 UAS-luciferase, luminescence, 20 h | Potency, µM (titrated, usually from 53.6 µM), inactives show at the top dose activity, negative = inhibition, actives largely listed as inhibitors | 3.5% of 310,000 active | AID 2546;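 also: Gal4-VP16 expression switched on by copper sulfate through the metallothionein promoter; potency is read from the fitted curve at half-maximal effect; % is scaled to controls: 0 for no effect and ±100 for the full control effect; nearly all actives have a fitted effect of over 50% in size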
Giardia killer: Giardia lamblia killing; 0.15% of 340,000 active; Giardia lamblia trophozoite viability; activity change, % at 7.66 µM, hits read low; in the data active = activity change below about -80%; inconclusive = between about -30% and that limit;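 also: parasites exposed to compound for two days anaerobically before the ATP read; % is scaled to controls: 0 for no effect and ±100 for the full control effect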
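ATP-content bioluminescence gauges trophozoite survival. Cells (100/well) receive compound and incubate anaerobically for 48 hrs at 37 deg C; detection reagent follows for 15-30 min at room temperature.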
FLuc counter: firefly luciferase modulation, counter-screen for miR-21 project; P08659; Potency, µM (doses to about 57.5 µM), for inactives: at the highest dose activity change, negative = inhibition, most hits filed as inhibitors; 6.9% of 360,000 active; purified FLuc, Km substrates, luminescence inhibition;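 also: potency is read from the fitted curve at half-maximal effect; plate controls were vehicle for no effect and reference inhibitor for full effect; nearly all actives have a fitted effect of over 55% in size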
Target sequence (P08659 whole entry, looked up): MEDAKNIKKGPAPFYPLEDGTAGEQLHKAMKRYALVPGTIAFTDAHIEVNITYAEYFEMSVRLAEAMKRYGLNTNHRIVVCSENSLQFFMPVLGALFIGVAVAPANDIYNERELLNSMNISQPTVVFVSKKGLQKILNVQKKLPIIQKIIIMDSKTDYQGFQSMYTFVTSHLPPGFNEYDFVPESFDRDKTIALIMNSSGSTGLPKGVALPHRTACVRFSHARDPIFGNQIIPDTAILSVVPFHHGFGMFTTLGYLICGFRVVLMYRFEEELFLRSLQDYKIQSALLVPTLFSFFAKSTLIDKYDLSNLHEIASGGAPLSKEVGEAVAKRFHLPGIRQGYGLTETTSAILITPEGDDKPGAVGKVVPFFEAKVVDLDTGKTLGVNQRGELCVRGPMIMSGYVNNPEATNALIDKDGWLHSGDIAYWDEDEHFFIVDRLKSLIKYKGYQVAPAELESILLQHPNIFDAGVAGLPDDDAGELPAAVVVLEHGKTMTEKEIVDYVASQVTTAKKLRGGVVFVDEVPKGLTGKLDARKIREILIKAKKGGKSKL
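Purified P. pyralis luciferase (10nM final) with 10uM D-luciferin and 10uM ATP (Km levels) in 50mM Tris acetate pH 7.5, 10mM Mg acetate, 0.01% Tween-20, 0.05% BSA; qHTS 6-point titration, ~60 µM downward; luminescence read.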
NPC1 prom act: activators of NPC1 promoter; Potency, µM (highest dose often 9.22 µM), for inactives: at the top dose activation, actives largely listed as activators; 2.4% of 320,000 active; Huh7 NPC1 promoter luciferase reporter, 24 h;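 also: potency is read from the fitted curve at half-maximal effect; % of control where 0% means no effect; nearly all actives have a fitted effect of over 60% in size; reporter is driven by a mutant NPC1 promoter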
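Huh7 cells stably carrying NPC1 promoter–luciferase, plated in Opti-MEM with 10% FBS for 2 h, were exposed to compound in DMSO for 24 h at 37 °C; luciferase reagent was added for 10 min and luminescence read.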
Menin MLL FP TR: menin-MLL binding inhibition, Texas Red mutant peptide; O00255; Menin + Texas Red MLL mutant peptide, fluorescence polarization; Potency, µM (top dose mostly 61.6 µM), for the others: top-dose FP activity change, negative = inhibition, hits mostly inhibitors; 0.23% of 270,000 active; AID 1768; active = well fitted inhibition curve with a large enough effect in the polarisation, with a control signal flat, not every such curve was filed as active; inconclusive = small, poorly fitted or top-dose-only effect, or effect the other way, or a change in a side signal; inactive = no such curve, though single readings can be large or run the other way; the % refers to the polarisation; also: potency is read from the fitted curve at half-maximal effect; % of control where 0% means no effect; many of its hits are not listed in these tables
RORg inh: inhibitors of mouse ROR gamma transcriptional activity | Drosophila S2 Gal4-RORgamma UAS-luciferase reporter, 20 h | P51450 | 5.4% of 310,000 active | Potency, µM (highest dose often 53.6 µM), for inactives: at the top dose activity change, negative = inhibition, most hits filed as inhibitors | AID 2551; also: potency is read from the fitted curve at half-maximal effect; % is scaled to controls: 0 for no effect and ±100 for the full control effect; nearly all actives have a fitted effect of over 60% in size
Target sequence (P51450 whole entry, looked up, the tested form may be a part): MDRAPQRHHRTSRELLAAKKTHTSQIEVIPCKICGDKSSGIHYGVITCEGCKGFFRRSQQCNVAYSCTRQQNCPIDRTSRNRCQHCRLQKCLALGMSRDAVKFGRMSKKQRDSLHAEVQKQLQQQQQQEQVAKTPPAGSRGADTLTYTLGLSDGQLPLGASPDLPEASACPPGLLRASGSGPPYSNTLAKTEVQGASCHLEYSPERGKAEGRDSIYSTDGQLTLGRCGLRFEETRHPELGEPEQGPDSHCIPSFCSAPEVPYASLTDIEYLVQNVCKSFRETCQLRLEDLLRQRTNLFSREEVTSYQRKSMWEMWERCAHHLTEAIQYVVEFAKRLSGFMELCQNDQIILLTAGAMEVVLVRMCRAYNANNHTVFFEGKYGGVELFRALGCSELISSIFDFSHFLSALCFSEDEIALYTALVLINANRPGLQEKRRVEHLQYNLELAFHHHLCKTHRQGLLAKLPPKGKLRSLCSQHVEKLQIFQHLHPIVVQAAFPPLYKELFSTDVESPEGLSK
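Stable Schneider cell line, Gal4 DNA-binding domain fused to ROR gamma, UAS-luciferase. Cmpd 1 hr RT → CuSO4 700 uM final → 20 hr RT → luciferase reagent 10 min → luminescence.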
Numbers without * were called inactive; ? = inconclusive; . = no result given; [ ] = remark or other dose. Unless noted, calls follow the shape of the dose curve; as a rule, active = well fitted curve in the direction sought with a large enough effect; inconclusive = small, poorly fitted or top-dose-only effect, or another doubt; inactive = no such curve, though single readings can be large; an effect the other way counts as inactive or inconclusive. Not all compounds are listed; count on the stated rates, not on these rows.

canonical_smiles	p53 reactivator	PKM2 act	ELG1 genotox	BRCA1 expr up	Rab9 prom act	Gal4-VP16 FLuc	Giardia killer	FLuc counter	NPC1 prom act	Menin MLL FP TR	RORg inh
Cc1ccc(N=C2NC(=O)/C(=C/c3cccn3C)S2)c(C)c1	0%	0%	-8%	-19%	0%	-19%	-8	0%	0%	.	10µM*
O=S(=O)(NC1=NCCCCC1)c1ccccc1Cl	1%	3%	-1%	0%	-7%	-5%	2	4%	1%	.	1%
O=C(Oc1ccc(F)cc1)c1ccc2c(=O)n3c(nc2c1)CCC3	4%	.	0%	7%	-2%	.	6	12µM*	1%	.	.
Cc1cc(NC(=O)c2ccccc2F)nc2c1c(=O)oc1ccccc12	-3%	8%	-7%	-22%	-2%	-11%[10 µM]	-12	1%	-1%	-5%	7%
O=C(C[n+]1cccc(CNC(=O)c2ccc(OC(F)F)cc2)c1)Nc1ccc(F)cc1	-2%	-3%	0%	-19%	2%	-10%	-7	7%	-3%	9%	-12%
CCC(C)(C)n1nnnc1CN1CCC(NC(=O)c2ccc(Br)cc2)CC1	-21%	0%	-13%	-17%	2%	-11%	-8	1%	-3%	-17%	?
Cc1ccc(S(=O)(=O)/N=S(\C)C(C)C)cc1 (configuration not stated)	1%	-4%	2%	-10%	-4%	1%	10	0%	-2%	12%	17%
CCN(CC)CCN(C(=O)C1=COCCO1)c1nc2c(OC)ccc(OC)c2s1	1%	-7%	-1%	-29%	-1%	-7%	0	-3%	4%	-2%	13%
Cc1ccc(S(=O)(=O)n2cnc3cc([N+](=O)[O-])ccc32)cc1C	5%	2%	-6%	-4%	2%	-5%	-5	4%	7%	-1%	14%
COc1ccc(NC(=O)CN2C(=O)C(C)Oc3ccccc32)cc1 (configuration not stated)	8%	-2%	4%	12%	1%	3%	6	2%	6%	13%	3%
COc1ccc(C(=O)OC(C(=O)c2ccccc2)c2ccccc2)cc1 (configuration not stated)	-4%	0%	-2%	71%	5%	-4%	1	-1%	3%	-6%	4%
CCc1ccc(CN2CCC(n3nccc3NC(=O)c3ccccc3C)CC2)cc1	-35%[inhibitor]	-3%	-18%	3%	1%	-10%	15	-1%	8%	.	0%
O=C(CCCC(=O)c1ccccc1)NCCc1ccccc1	7%	.	1%	19%	-3%	7%	22	-13%	-3%	-4%	5%
CC(C)(CC(=O)O)CC(=O)O	13%	-3%	1%	-4%	1%	-2%	-20	2%	-1%	11%	1%
O=C(CSc1nc(=O)n2ccccc2n1)Nc1cccc2ccccc12	-3%	.	2%	-41%	2%	.	-3	10%	-1%	.	.
COc1ccc(-n2nc3c(c2NC(=O)C2CC(=O)N(c4ccccc4)C2)CS(=O)(=O)C3)cc1 (configuration not stated)	-13%	-1%	0%	0%	-2%	3%	-7	6%	2%	.	21%
Cc1ccc(-c2csc3nc4cc(C(=O)NC5CCC(O)CC5)ccc4c(=O)n23)cc1 (configuration not stated)	0%	-3%	9%	-8%	-3%	-7%	-14	-3%	-3%	.	4%
Oc1ccc(Br)cc1-c1cc(-c2ccc(Cl)cc2)n[nH]1	16%	4%	?	-86%[inhibitor]	-1%	?	0	?	-3%	.	?
CCC(=O)Nc1ccc(N2CCCCC2)c(C(=O)Nc2ccccc2C)c1	0%	11%	-7%	-34%[inhibitor]	-8%	8%	5	0%	4%	.	-4%
CCN(C(=O)COC(=O)Cn1cnc2c1c(=O)n(C)c(=O)n2C)C1CCS(=O)(=O)C1 (configuration not stated)	2%	-2%	1%	16%	0%	1%	14	2%	0%	.	0%
Cc1cccc(C(=O)NC2C(=O)NNC2c2ccc(Cl)cc2)c1 (configuration not stated)	-5%	2%	-2%	-12%	-5%	3%	-1	?	-1%	4%	27%
N#CCCN(CCC#N)c1nncs1	-2%	-7%	2%	1%	3%	-11%	7	1%	-2%	19%	-19%
O=C(CCS(=O)(=O)c1ccc2c(c1)NC(=O)CS2)NCCc1ccc(Cl)cc1	2%	.	-4%	-1%	-7%	-3%	-11	0%	-3%	.	32%
CCCCN1CCc2c1nc1ccc(Br)cc1c2N	-2%	-1%	0%	-48%	-1%	1%	14	-14%	-1%	-1%	-3%
Cc1cc(C)c(C#N)c(SCCS(=O)(=O)c2ccc(C(C)(C)C)cc2)n1	3%	5%	-10%	-28%	-8%	2%	-5	0%	0%	.	18%

(more compounds)
SMILES | p53 reactivator | PKM2 act | ELG1 genotox | BRCA1 expr up | Rab9 prom act | Gal4-VP16 FLuc | Giardia killer | FLuc counter | NPC1 prom act | Menin MLL FP TR | RORg inh
CC(O)[C@H]1CNC(=O)C(=O)N1CC1CCCCC1 (some centres not stated) | 8% | -14% | 5% | 0% | -3% | -5% | -20 | -1% | -5% | . | 7%
CCOc1cc(/C=N/Nc2nnc(C)n2N)ccc1OC(C)=O | -14% | . | 0% | -36% | 1% | ? | -7 | -1% | -4% | -14% | 11µM*
COc1ccc(NC(=O)CSc2nnc(-c3ccccc3)n2Cc2ccco2)c(OC)c1 | -9% | 10% | -1% | -30% | 12% | 4% | 13 | 0% | 1% | -1% | 0%
C=CCC1NCCc2c(Br)cccc21 (configuration not stated) | 2% | -2% | 0% | 2% | -1% | -4% | 7 | -2% | -1% | 0% | 5%
C=CCOc1c(Br)cc(CNn2cn[nH]c2=S)cc1OC | -3% | -8% | 1% | 0% | -3% | -2% | 4 | -1% | 0% | -6% | 10µM*
COc1ccc(C(=O)O)cc1S(=O)(=O)N1CCCc2ccccc21 | 1% | . | -1% | -3% | -7%[1.84 µM] | 5% | 21 | -2% | 0% | -21% | -15%
COc1cccc(C(=O)C2CCCN(Cc3cn(CC(N)=O)c4ccccc34)C2)c1 (configuration not stated) | -2% | -2% | -1% | -31% | -4% | -1% | 32[activator] | -1% | 3% | -16% | -9%
Cc1ccc2c(C)cc(=S)[nH]c2c1 | -3% | 8% | 9% | -26% | -3% | ? | 9 | -15% | 0% | -16% | 4µM*
COC(=O)[C@H](C)NC(=O)c1cc2c(cn1)[nH]c1ccccc12 | 1% | . | -4% | -25% | 1% | 14% | 2 | ? | -2% | . | 4%
COC(=O)c1nn(-c2ccccc2)c(Sc2ccc(OC)cc2)c1/C=N/O | 1% | 4% | -5% | -14% | 1% | -2% | 4 | -10% | 0% | ? | -21%
CCOC(=O)N/N=C(C)/C=C/c1ccccc1 | ? | 1% | 17% | 100% | ? | 13% | -12 | ? | 19% | -2% | 21%[10 µM]
O=C(NC1(C(F)(F)F)NC(=O)N(Cc2cccnc2)C1=O)c1ccc(F)cc1 (configuration not stated) | -4% | -7% | -1% | 3% | -10% | -6% | -6 | 2% | 3% | 7% | 25%
Cc1ccc(SCCC(=O)Nc2ccc(Br)c(C)c2)cc1 | -1% | -4% | -1% | -28% | 0% | -11% | 3 | 0% | -3% | 0% | 39%
CC(=O)c1ccc(OCC(=O)Nc2ccc3nc(C)sc3c2)cc1 | 1% | 0% | 0% | -5% | 2% | -4% | -14 | -12% | -9% | 3% | 1%
Cc1noc(C)c1S(=O)(=O)N1CCC(C(=O)N2CCN(C3CCCC3)CC2)CC1 | 4% | 17% | -3% | . | -1% | -2% | . | 11% | -1% | -22% | -16%
CCCCNc1nc(C)c(C(C)=O)cc1C#N | 2% | -3% | 12% | -31% | 0% | 20% | -2 | 2% | -5% | -1% | -2%

Another view of some results above.
> CCOC(=O)N/N=C(C)/C=C/c1ccccc1
  p53 reactivator: ?
  PKM2 act: 1%
  ELG1 genotox: 17%
  BRCA1 expr up: 100%
  Rab9 prom act: ?
  Gal4-VP16 FLuc: 13%
  Giardia killer: -12
  FLuc counter: ?
  NPC1 prom act: 19%
  Menin MLL FP TR: -2%
  RORg inh: 21%[10 µM]

> O=C(NC1(C(F)(F)F)NC(=O)N(Cc2cccnc2)C1=O)c1ccc(F)cc1 (configuration not stated)
  p53 reactivator: -4%
  PKM2 act: -7%
  ELG1 genotox: -1%
  BRCA1 expr up: 3%
  Rab9 prom act: -10%
  Gal4-VP16 FLuc: -6%
  Giardia killer: -6
  FLuc counter: 2%
  NPC1 prom act: 3%
  Menin MLL FP TR: 7%
  RORg inh: 25%

> Cc1ccc(SCCC(=O)Nc2ccc(Br)c(C)c2)cc1
  p53 reactivator: -1%
  PKM2 act: -4%
  ELG1 genotox: -1%
  BRCA1 expr up: -28%
  Rab9 prom act: 0%
  Gal4-VP16 FLuc: -11%
  Giardia killer: 3
  FLuc counter: 0%
  NPC1 prom act: -3%
  Menin MLL FP TR: 0%
  RORg inh: 39%
